# FBPA Giardia inh = blocks Giardia fructose-bisphosphate aldolase activity. A8B2U2. purified Giardia FBPA. hit rate 0.71% among 290,000. Potency, µM (highest dose often 59.6 µM), without a hit: top-dose activity, negative = inhibition, hits mostly inhibitors; further: potency means the concentration at half of the fitted maximal effect; on the % scale 0 is the no-effect control and ±100 the full control effect; nearly all actives have a fitted effect of over 55% in size
# Target sequence (A8B2U2 whole entry, looked up): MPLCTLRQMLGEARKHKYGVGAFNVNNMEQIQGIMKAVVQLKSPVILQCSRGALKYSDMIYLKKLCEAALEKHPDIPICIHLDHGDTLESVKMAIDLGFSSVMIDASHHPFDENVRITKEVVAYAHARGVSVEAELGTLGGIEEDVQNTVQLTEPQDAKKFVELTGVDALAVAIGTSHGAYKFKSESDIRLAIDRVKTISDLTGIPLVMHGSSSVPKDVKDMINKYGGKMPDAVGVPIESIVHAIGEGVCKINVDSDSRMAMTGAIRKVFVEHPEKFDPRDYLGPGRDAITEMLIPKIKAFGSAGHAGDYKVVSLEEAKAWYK
#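 40 nM FBPA preincubated 10 min at RT with compound (up to 57.5 uM final), then substrate plus GAPDH/TPI/NAD/arsenate coupling and diaphorase/resazurin added. Fluorescence read after 20 min at RT, 525/598 nm.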
# HCMV inh = blocks human cytomegalovirus replication; HFF cells, HCMV-luciferase reporter, 72 h; active compounds read low; hit rate 4.5% among 410,000; activity change, negative = inhibition, % at 57.5 µM; in the data active means activity change below about -60%; inconclusive means no clear call, values can overlap the other calls; inactive means above about -39%; further: on the % scale 0 is the no-effect control and ±100 the full control effect
#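 Inhibition of viral replication was scored as loss of reporter luminescence in HFFs infected with HCMV-luciferase (MOI 1 PFU/cell) for 72 h; compounds tested at 2 doses, normalized to buffer and Salinomycin controls.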
# AmpC no deterg = AmpC beta-lactamase inhibition without detergent. P00811. AmpC nitrocefin hydrolysis, absorbance 480 nm, 0.0001% Triton. Potency, µM (highest dose often 57.1 µM), without a hit: at the highest dose activity change, negative = inhibition, hits mostly inhibitors. hit rate 0.52% among 330,000;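 further: potency means the concentration at half of the fitted maximal effect; plate controls were no compound for no effect and no enzyme for full effect; nearly all actives have a fitted effect of over 20% in size; some results filed as inactive show a strong effect at the top dose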
# Target sequence (P00811 whole entry, looked up): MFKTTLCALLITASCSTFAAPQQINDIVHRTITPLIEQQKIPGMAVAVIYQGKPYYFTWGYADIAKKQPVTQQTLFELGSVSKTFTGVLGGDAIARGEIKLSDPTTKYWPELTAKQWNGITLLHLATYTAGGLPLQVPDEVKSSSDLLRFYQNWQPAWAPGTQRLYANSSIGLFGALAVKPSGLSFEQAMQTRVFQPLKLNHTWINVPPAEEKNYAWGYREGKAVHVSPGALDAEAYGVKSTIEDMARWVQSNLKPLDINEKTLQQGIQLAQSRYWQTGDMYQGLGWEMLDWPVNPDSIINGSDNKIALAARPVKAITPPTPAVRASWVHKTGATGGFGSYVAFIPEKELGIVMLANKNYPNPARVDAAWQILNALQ
#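 AmpC (5.3 nM in the dispensed reagent) in 20 mM phosphate pH 7.0 with 0.01% (detergent screen) or 0.0001% Triton X-100 was preincubated with compounds for 15 min at room temperature. Nitrocefin was then added from an 800 uM solution, and hydrolysis was followed at 480 nm.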
# Shiga inhibitor = blocks Shiga toxin action in Vero cells; AID 2315; inhibition, % at 38.7 µM; hit rate 9.2% among 290,000; Vero cells, Shiga toxin protein synthesis inhibition reporter; in the data active means inhibition mostly above about 28%, no sharp cut-off; inactive means mostly below about 43%; further: 0% is about no effect
# AMA1-RON2 inh = inhibitors of Plasmodium falciparum AMA1-RON2 interaction; AlphaScreen AMA1-biotinylated RON2 peptide binding; Potency, µM (highest dose often 58.2 µM), inactives show top-dose activity change, negative = inhibition, most hits filed as inhibitors; hit rate 0.2% among 360,000; AID 720542;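 further: potency means the concentration at half of the fitted maximal effect; 0% = vehicle wells and -100% = peptide control; nearly all actives have a fitted effect of over 45% in size; some results filed as inactive show a strong effect at the top dose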
#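 AMA1 (3D7) with his tag at 25 nM final met compounds first, then biotinylated RON2 peptide at 25 nM; detection used donor plus acceptor beads, 10 µg/mL apiece, read by AlphaScreen after 30 min at room temperature.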
# AmpC detergent = AmpC beta-lactamase inhibition with detergent present; P00811; AmpC hydrolysis of nitrocefin, absorbance 480 nm, 0.01% Triton; Potency, µM (highest dose often 114 µM), without a hit: top-dose activity change, negative = inhibition, actives largely listed as inhibitors; hit rate 0.041% among 370,000;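 further: potency means the concentration at half of the fitted maximal effect; 0% = no-compound wells and -100% = no-enzyme wells; nearly all actives have a fitted effect of over 25% in size; some results filed as inactive show a strong effect at the top dose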
#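 20 mM phosphate pH 7.0 + 0.01% (detergent screen) or 0.0001% Triton X-100; 5.3 nM AmpC reagent; cpd preinc 15 min RT; nitrocefin (800 uM stock) to start; A480 q20 s × 4 min; Activity was normalised to no-enzyme and no-compound control wells.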
# Cycloheximide cs = affects cycloheximide protein synthesis inhibition readout, counter-screen; max response, %; cell reporter, cycloheximide protein synthesis inhibition counterscreen; hit rate 12% among 300,000; in the data active means max response mostly above about 13%, no sharp cut-off; inactive means mostly below about 14%; further: read at 38.3 µM for the half of the compounds with a filed dose; 0% is about no effect
# The depositor's hits bear a star; u = inconclusive; x = not tested or not shown; & = joins results of further samples; [ ] = remark or other dose. Unless noted, the call rests on the fitted dose curve; in most records, active means well fitted curve in the direction sought with a large enough effect; inconclusive means small, poorly fitted or top-dose-only effect, or another doubt; inactive means no such curve, though single readings can be large; an effect the other way counts as inactive or inconclusive.
SMILES,FBPA Giardia inh,HCMV inh,AmpC no deterg,Shiga inhibitor,AMA1-RON2 inh,AmpC detergent,Cycloheximide cs
C=CCS/C(N)=N\N=C\c1cc(Br)cc([N+](=O)[O-])c1O,10%,51,-36%,15,-12%,0%,9
CCN1CCN(c2ccc(S(=O)(=O)N3CCOCC3)cc2NC(=O)c2ccc(C)cc2C)CC1,x,29,-13%,x,60%[activator],0%,x
COc1ccccc1N1CCN(C(=O)c2ccc3nc[nH]c3c2)CC1,0%,-11,-17%,13,2%,u,3
COc1ccc(CC(=O)c2ccc(O)cc2O)cc1,23%&16%,3,-39%,59*,-12%,-9%,49*
COc1ccccc1NS(=O)(=O)c1cc(NC(=O)Nc2cccc(C)c2)ccc1N1CCCCC1,-4%,2,-40%,16,-6%,0%,-2
c1ccc2c(C3=NNC(=NC4CC4)SC3)c[nH]c2c1,-4%,-3,-31%,17,-8%[11.6 µM],6%,38*
COc1ccccc1C1=NOC(CN2C(=O)c3ccccc3S2(=O)=O)C1 (stereo unspecified),-3%,-32,-23%,146*,8%,-1%,53*
CS(=O)(=O)n1nc(-c2cccnc2)nc1NCc1ccccc1,-2%,-30,0%,12,4%,1%,-6
Cc1cc(Cl)ccc1Oc1ccccc1C(=O)CC#N,-17%,-39,4µM*,-4,4%,10%,0
O=C(NC1CCCCC1)C(c1ccc(O)c(O)c1)N(C(=O)Cn1nnc2ccccc21)c1cccc(O)c1 (stereo unspecified),-7%,-26,-37%,-14,3%,-5%,-1
CCN1C(=O)CSc2ccc(C(=O)NCc3ccco3)cc21,6%,-1,-1%,2,0%,-10%,-3
[O-]/C(=C(\C(=S)NCCN1CCOCC1)[n+]1ccccc1)c1ccc(Cl)s1,u,-9,1%,-12,56%,-5%,2
CN1CCN(c2ccc(S(=O)(=O)N3CCCCC3)cc2NC(=O)COc2ccc(F)cc2)CC1,x,4,39%,x,-2%,-10%,x
CC(C(=O)N1CCOCC1)N1C(=O)c2ccccc2C1=O (stereo unspecified),-6%,-14,-21%,-48,-1%,0%,-7
O=S(=O)(Nc1ccc(Br)cc1)c1cccc2cccnc12,-3%,u,-28%,-3,2%,1%,6
CC(C)CCN1C(Nc2ccccc2)=NC[C@@H]1CC(C)C,0%,3,-21%,-6,-4%,u,-2
CCOc1ccc(N(CC(=O)N/N=C/c2cc(Br)c(C)o2)S(C)(=O)=O)cc1,4%,-9,42%,-16,21%,-3%,-5
Cc1ccc(NC2=CC(=O)CC(c3ccc(Cl)cc3)C2)cc1 (stereo unspecified),1%,-31,u,-13,9%[2.32 µM],-11%,2
FC(F)(F)c1ccc2c(c1)NP(=S)(N1CCOCC1)c1nccn1-2 (stereo unspecified),2%,-5,-23%,-11,-4%,u,-9
Cc1ccc2[nH]c3c(c2c1)CN(C(=O)CN1CCN(c2cccc(C)c2C)CC1)CC3,u,20,104%[activator],5,-23%,-6%,-2
Cc1nc2ccccc2n1C1CCN(CC(=O)NCc2ccc(F)cc2)CC1,-2%,2,114%[activator],-7,-6%,u,1
CC1(C)C(=O)OC(/C=C\c2ccccc2)C(C)(C)C1=O (stereo unspecified),0%,-4,-4%,-4,-12%,-4%,-3
CNc1nc(-c2ccc3c(c2)CCN3C(=O)CC(C)(C)C)c(C)s1,7%,17,120%[activator],-2,40%[activator],0%,7
CCOC(=O)N1CCC(NC(=O)c2cnn3cccnc23)CC1,4%,35,-17%,-22,-7%,-1%,-6
CSc1ccccc1C(=O)NCCCOC(C)C,0%,15,-8%,-6,5%,0%,-4

# Exported with values under each structure: four of the compounds above
# Values run as follows: FBPA Giardia inh | HCMV inh | AmpC no deterg | Shiga inhibitor | AMA1-RON2 inh | AmpC detergent | Cycloheximide cs
c1ccc2c(C3=NNC(=NC4CC4)SC3)c[nH]c2c1
    -4% | -3 | -31% | 17 | -8%[11.6 µM] | 6% | 38*
Cc1cc(Cl)ccc1Oc1ccccc1C(=O)CC#N
    -17% | -39 | 4µM* | -4 | 4% | 10% | 0
CCN1C(=O)CSc2ccc(C(=O)NCc3ccco3)cc21
    6% | -1 | -1% | 2 | 0% | -10% | -3
COc1ccccc1C1=NOC(CN2C(=O)c3ccccc3S2(=O)=O)C1 (stereo unspecified)
    -3% | -32 | -23% | 146* | 8% | -1% | 53*

# Continuation:
SMILES,FBPA Giardia inh,HCMV inh,AmpC no deterg,Shiga inhibitor,AMA1-RON2 inh,AmpC detergent,Cycloheximide cs
Cn1cc(CN2CCCC(C(=O)c3cccs3)C2)c(-c2cccc(Cl)c2)n1 (stereo unspecified),-2%,18,67%[activator],-7,-11%,6%,-2
COc1ccc(N(CC(=O)Nc2ccc3c(c2)OCO3)S(=O)(=O)c2c(C)nn(C)c2C)cc1,-5%,15,75%[activator],-6,-8%,-1%,2
O=c1[nH]c2cc3c(cc2cc1C(c1nnnn1Cc1ccccc1)N1CCCc2ccccc21)OCO3 (stereo unspecified),0%,-85*,-26%,44*,10%,-1%,16*
NC(=O)COC(=O)CCSc1ccc(Cl)cc1,5%,-35,-3%[2.29 µM],-8,-12%,u,-1
O=C(O)CCNC(=O)C12CC3CC(CC(C3)C1)C2,6%,17,-9%,-5,35%[activator],-1%,8
O=C(N/N=C/C=C/c1ccccc1[N+](=O)[O-])c1ccncc1,u,18,-25%,6,93%[activator],5%,-4
O=C(CCc1ccccc1)Nc1ccc2ccccc2n1,-2%,48,-21%,104*,-6%,0%,47*
Cc1cccc(C)c1NC(=O)C1(N(Cc2ccco2)C(=O)CC2NC(=O)NC2=O)CCCCC1 (stereo unspecified),0%,44,-22%,-20,-9%,3%,-5
CC(/C=N/NC(=O)c1cnccn1)=C\c1ccco1,u,60,-10%,39,45%[activator],8%,32*
CCN1C(=O)[C@@H]2[C@@H](c3ccc(-c4ccc(OC)cc4)cc3)N3CCC[C@@]3(C(=O)OC)[C@@H]2C1=O,x,-36,173%[activator],x,-28%,-8%,x
O=C/C(=C\Nc1ccc(Cl)cn1)c1nc2ccccc2o1,-20%,22,-10%,13,1%,-9%,6
CC1CCCc2sc3nc(NCc4ccco4)n4ncnc4c3c21 (stereo unspecified),-14%,19,-1%,55,-6%,-2%,24*
COc1ccc(CCNC(=O)c2ccc3c(c2)OCCO3)cc1,0%,59,-23%,84*,-1%,-8%,35*
O=C(N1CCCCCC1)N1CCN(S(=O)(=O)N2CCOCC2)CC1,3%,-13,-18%,-3,39%[activator],u,-3
COCCCNC(=O)COc1ccc(Br)cc1Cl,5%,-2,-14%,88*,-4%,2%,38*
COc1ccccc1N1CCN(c2ccc(S(=O)(=O)N3CCN(C)CC3)cn2)CC1,x,1,2%,x,18%,x,x
CCC(=O)N1C(=O)CCN(C(C)=O)c2ccccc21,0%,61,-21%,15,11%,7%,-1
CN1CCCN(Cc2ccccc2Br)CC1,u,21,-1%,-7,-19%,8%,0
Cc1cccc(OCC(=O)N(C)CC(=O)Nc2cccc(F)c2)c1C,x,-11,-8%,x,-6%,-2%,x
CC(C)C(NC(=O)c1ccccc1)C(=O)NCc1ccccn1 (stereo unspecified),1%,22,-10%,-11,-6%,1%,-3
Cc1ccnc(NC(=O)CCC(=O)N(CC(=O)NC(C)(C)C)c2ccc3c(c2)OCO3)c1,2%,u,19%,-5,-8%,-11%,-2
CC1(C)CN=C(Nc2ccccc2C(F)(F)F)S1,7%,15,-12%,30,2%,-10%,-1
CC(C)N(C(=O)COC(=O)c1cccnc1Cl)c1ccccc1,x,-35,-2%,x,-11%,x,x
O=C(Cc1ccccc1)NC1CCN(C(=O)c2ccc([N+](=O)[O-])cc2)CC1,0%,24,-6%,-7,-4%,-1%,-2
CCN1CCN(CC(=O)N2N=C(c3cccs3)CC2c2ccc(OC)c(OC)c2)C(=O)C1=O (stereo unspecified),0%,-20,122%[activator],15,4%,u,-2
# (list continues)
SMILES,FBPA Giardia inh,HCMV inh,AmpC no deterg,Shiga inhibitor,AMA1-RON2 inh,AmpC detergent,Cycloheximide cs
COc1ccccc1CNC(=O)C1COc2ccccc2O1 (stereo unspecified),10%,2,-15%,43*,-2%,1%,30*
CCOC(=O)N1C/C(=C\c2ccccc2)C(=O)/C(=C/c2ccccc2)C1,-4%,-101*,-17%,24*,-5%,3%,41*
CC(C)C[C@H](NC(=O)c1[nH]cnc1C(=O)Nc1ccc(Cl)cc1)C(=O)OC(C)(C)C,-25%,-39,-2%,-4,139%[activator],2%,9
CC(=O)Nc1ccc(C(=O)CS(=O)(=O)c2ccc(C)cc2)cc1,0%,u,-8%,25,-4%,0%,8
C=CCSC1=Nc2cc(OC)c(OC)cc2C2=NC(=O)CN12,-12%,-18,0%,-7,40%[activator],-18%,-2
COc1ccc(OC)c(NC(=O)CCN2CC(C)OC(C)C2)c1 (stereo unspecified),-1%,42,-4%,23,5%,-14%,-2
COc1cc(C(=O)Nc2ccc(Cl)c([N+](=O)[O-])c2)cc(OC)c1OC,-9%,2,-40%,-10,5%,u,-3
O=C(O)c1csc(N/N=C/c2ccc(Br)cc2)n1,10%,15,-43%,13,84%[activator],1%,16
COc1cc(COc2ccc3c(C)c(Cc4ccccc4)c(=O)oc3c2)cc(OC)c1OC,0%,26,-27%,-27,6%,-14%,-2
O=S(=O)(O)C1CCNCC1,2%&-1%,x,-11%,-4,x,-12%,-2
Cc1ccc(SCC(=O)NNC(=O)CCS(=O)(=O)c2ccccc2)cc1,x,-16,-11%,x,36%[activator],x,x
CSc1ccccc1NC(=O)CN(C)CC(=O)Nc1c(F)cccc1F,u,-2,-30%,24,-17%,-9%,-3
COc1cc(OC)cc(C(=O)Nc2ncn[nH]2)c1,x,-5,-9%,x,43%[activator],7%,x
CCCCCCCCCCCCCCCC[n+]1ccc(C(N)=O)cc1,6%,-86*,59%,-18,17%,-23%,-2
COc1ccc(NC(=O)NN2CCOCC2)cc1OC,4%,36,-9%,-6,17%,3%,8
CC(O)[C@H]1CC[C@H]2[C@@H]3CC[C@H]4C[C@H](O)CC[C@]4(C)[C@H]3[C@H](O)C[C@]12C (stereo partly specified),x,-1,171%[activator],x,0%,-10%,x
NS(=O)(=O)c1cccn1-c1ncc(C(F)(F)F)cc1Cl,-24%,-29,-16%,20,4%,3%,3
CCNC(=O)CN1C(=O)NC2(CCOc3ccccc32)C1=O (stereo unspecified),10%,-13,-16%,-4,3%,-8%,-9
Cc1c(CC(=O)NCCCC(=O)O)c(=O)oc2c(C)c3oc4c(c3cc12)CCCC4,6%,5,63%[activator],-8,-1%,-12%,1
Cc1ccccc1C(=O)Nc1cc(S(=O)(=O)N2CCCCC2)ccc1N1CCN(C)CC1,6%,68,136%[activator],-9,16%,u,1
CCOc1ccc(C(=O)NNC(=O)C2CC(=O)N(c3ccc(C)cc3)C2)cc1 (stereo unspecified),x,-29,-3%,x,35%[activator],-13%,x
O=C(Nc1nc2ccccc2[nH]1)Nc1ccccc1F,-1%,84,8%,99*,8%,-12%,35*
COc1ccc(CNCCCC(=O)Nc2c(Cl)ccc(C)c2Cl)cc1OC,u,2,-9%,-7,-6%,1%,5
Cc1cccc(C(=O)NCCCNC(=O)c2ccccn2)c1,x,-21,-6%,-7,65%[activator],-1%,6

# Bioassay records from PubChem.
